# Screens (PubChem)
# Nrf2 block – Nrf2 qHTS screen for inhibitors | AID 504444, 2011 | Potency, µM (series often up to 46 µM), for inactives: top-dose activity change, negative = inhibition, most hits filed as inhibitors | actives 2.1% (n = 360,000) | A549 ARE-Fluc reporter, luciferase luminescence, 18-24 h; further: potency means the concentration at half of the fitted maximal effect; on the % scale 0 is the no-effect control and ±100 the full control effect; nearly all actives have a fitted effect of over 60% in size
#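 Quantitative HTS in A549 cells stably bearing an antioxidant response element-firefly luciferase construct. Inhibition of Nrf2-driven transcription was scored by luminescence after 18-24 h of compound exposure at 37 °C.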
# HepG2 tox – qHTS for Inhibitors of TGF-b: Cytotox Counterscreen; HepG2 CAGA-GFP viability, ATP luminescence, 18 h; Potency, µM (top dose mostly 46.1 µM), for the others: at the top dose activity change, negative = cytotoxicity, actives largely listed as cytotoxic; actives 0.76% (n = 410,000); AID 588856, 2011; further: potency means the concentration at half of the fitted maximal effect; some results filed as inactive show a strong effect at the top dose
#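 CellTiter-Glo luminescence gave cytotoxicity after 18 hours at 37 degrees C. The cells were HepG2 CAGA-GFP in 1% FBS DMEM, stimulated with 500 pg/mL TGF-beta after compound addition. %Activity was normalised to no-cell wells (complete cell-killing) and DMSO (no toxicity), and curves were fitted and classified.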
# Abeta yeast res – qHTS for compounds that reverse cellular toxicity of Amyloid beta (A-beta) peptide in yeast: Primary Screen; actives 0.063% (n = 410,000); Potency, µM (series often up to 46.1 µM), for inactives: at the top dose growth rescue, actives largely listed as activators; AID 1347071, 2019; yeast expressing A-beta42, growth rescue, OD600, 48 h; response scale: 0% DMSO, 100% iron-clioquinol control; further: potency means the concentration at half of the fitted maximal effect; nearly all actives have a fitted effect of over 55% in size
#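 Yeast A-beta toxicity model in growth medium with pinned compounds, 48 h at 30 C; growth read as absorbance at 600 nm. Normalized to FeCl3/clioquinol equimolar mix (positive) and DMSO (negative).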
# MmCpn inh – Inhibitors of TCP-1 ring complex (TRiC) of Methanococcus maripaludis (MmCpn): qHTS | Chaperonin Mm-Cpn (Methanococcus maripaludis) | purified Mm-Cpn ATPase, ADP Transcreener TR-FRET | Potency, µM (doses to about 76.9 µM), for inactives: top-dose activity, negative = inhibition, most hits filed as inhibitors | actives 0.031% (n = 330,000) | AID 504842, 2011; further: potency means the concentration at half of the fitted maximal effect; on the % scale 0 is the no-effect control and ±100 the full control effect; nearly all actives have a fitted effect of over 80% in size
#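 Eu-cryptate anti-ADP/ADP-d2 competition gives a ratio inversely related to ADP. Enzyme at 25 nM was pre-exposed to compound for 10 min, then given 10 uM ATP for 30 min, 37°C throughout.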
# TGFb inhibitor – qHTS for Inhibitors of TGF-b; HepG2 CAGA-GFP TGF-b/SMAD3 reporter, GFP fluorescence, 18 h; TGF-beta stimulated, 500 pg/mL final; Potency, µM (series often up to 46.1 µM), for the others: top-dose activity, negative = inhibition, hits mostly inhibitors; actives 1.2% (n = 410,000); AID 588855, 2011; further: potency means the concentration at half of the fitted maximal effect; on the % scale 0 is the no-effect control and ±100 the full control effect; nearly all actives have a fitted effect of over 65% in size
#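 Using HEPG2 CAGA-GFP reporter cells at 1000 cells/well, we pinned test compounds, stimulated with recombinant TGF-beta (500 pg/mL final) and measured total well GFP after 18 h.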
# CCT chaperon mod – High-Throughput Screening for Modulators of Cytosolic Chaperonin Activity; purified chaperonin ATPase assay, HTRF ADP detection, 30 min; activity change, % (concentration not given with the values), hits read low; actives 0.3% (n = 360,000); AID 651819, 2012; in the data active means activity change below about -30%; further: on the % scale 0 is the no-effect control and ±100 the full control effect
#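 We incubate TRiC, 40 or 20 nM final, with library compounds at 76 uM and 10 uM ATP for 30 min at 37 °C. ADP formed is detected with Transcreener HTRF reagents after 30 min at room temperature.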
# Nrf2 ARE act – qHTS of Nrf2 Activators | actives 0.31% (n = 410,000) | AREc32 ARE-luciferase reporter (MCF7-derived line), luminescence, 24 h | Potency, µM (doses to about 46.1 µM), inactives show top-dose activation, most hits filed as activators | AID 624171, 2012; further: potency means the concentration at half of the fitted maximal effect; % of control where 0% means no effect; nearly all actives have a fitted effect of over 65% in size
#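 Reporter line AREc32 (ARE-Fluc), seeded overnight in OPTI-MEM with 5% FBS; compound pin-transferred, 24 hr at 37 deg C, 5% CO2; luminescent read-out.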
# Akt phos inh – HTS Assay for Inhibitors of Akt Phophorylation: Primary Screen. AID 651550, 2012. Neuro2A IGF-stimulated pAkt S473 HTRF, 20 min; hits give low values. actives 0.32% (n = 360,000). activity change, % for hits at 50 µM; in the data active means activity change below about -80%; inconclusive means mostly about -51% to -80%; further: on the % scale 0 is the no-effect control and ±100 the full control effect
#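 Single-point screen (50 µM final compound) in Neuro2A cells stimulated 20 min with 6 nM IGF at 37 deg C. After lysis, Ser473-phosphorylated Akt read by HTRF (ex 330 nm, em 615/665 nm) as the 665/615 ratio.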
# A549 viability – Nrf2 qHTS screen for inhibitors: counterscreen for cytotoxicity | A549 ARE-Fluc cells, CellTiter-Fluor viability, 18-24 h | Potency, µM (titrated, usually from 46 µM), inactives show at the highest dose activity change, negative = cytotoxicity, actives largely listed as inhibitors | actives 0.16% (n = 390,000) | AID 504648, 2011; further: potency means the concentration at half of the fitted maximal effect; on the % scale 0 is the no-effect control and ±100 the full control effect
#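 Cytotoxicity counterscreen: CellTiter-Fluor fluorescence was measured in A549 ARE_Fluc cells after 18-24 h of compound exposure in a concentration series. The subsequent BugLite luminescent read reports ARE-luciferase activity.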
# Active calls of the source: *; i = inactive; ? = inconclusive; nt = not tested or not shown; & = joins results of further samples; [ ] = dose if it differs, or a comment. Unless noted, the call rests on the fitted dose curve; in most records, active means well fitted curve in the direction sought with a large enough effect; inconclusive means small, poorly fitted or top-dose-only effect, or another doubt; inactive means no such curve, though single readings can be large; an effect the other way counts as inactive or inconclusive.
SMILES,Nrf2 block,HepG2 tox,Abeta yeast res,MmCpn inh,TGFb inhibitor,CCT chaperon mod,Nrf2 ARE act,Akt phos inh,A549 viability
O=C(CCNC(=O)c1ccccc1Cl)Nc1ccc(S(=O)(=O)Nc2ncccn2)cc1,0%,-26%,22%,0%,-6%,-2.3,-0.5%,i,6%
Cc1cc(=O)c(C(=O)O)nn1-c1ccccc1F,5%,-3%,12%,0%,2%,0.5,-0.4%,i,0%
Clc1ccccc1Cn1c(-c2cccs2)nc2ccccc21,?,-4%,-20%,nt,-3%,nt,-0.2%,nt,-1%
O=C(/C=C/c1ccccc1)NC(=S)Nc1ccc(N2CCOCC2)cc1,?,-16%,5%,0%,-26%,-0.3,3.6%,i,-1%
CCC(=O)N1CCCC(C(=O)c2ccc(-c3ccccc3)cc2)C1 (stereo not given),-4%,-1%,-9%,1%,-18%,2.1,3.7%,i,1%
Cc1nc(C(=O)O)nn1-c1cc(Cl)ccc1Cl,4%,13%,12%,0%,22%,-5.9,0.4%,i,2%
CCc1ccc(S(=O)(=O)NCc2nc3cccnc3n2Cc2cccc(OC)c2)cc1,nt,-16%,8%,nt,?,nt,-1.2%,nt,0%
Cc1ccc(S(=O)(=O)N(CC(=O)NCc2ccco2)Cc2ccccc2F)cc1,-26%,-1%,-8%,1%,2%,-2.3,1.3%,i,-5%
COc1ccc(N(C(=O)c2snc(C(N)=O)c2N)C(C(=O)NC2CCCC2)c2ccc(C)o2)c(OC)c1 (stereo not given),5%,8%,7%,-7%,-11%,1.1,7.5%,i,-7%
NS(=O)(=O)c1ccc(CCNC(=O)NC2(C(F)(F)F)Oc3ccccc3O2)cc1,?,-28%,1%,-1%,0%,0.3,?,i,-20%
Cc1ccc(CN2CCNC(=O)C2CC(=O)NC2CCCCCC2)cc1 (stereo not given),2%,-2%,-2%,0%,-13%,0.5,-0.5%,i,?
CC(=O)Oc1cc2c(c3ccccc13)CCC2=O,-1%,-3%,16%,nt,-7%,0.6,13µM*,i,0%
S=C(Nc1ccccc1Oc1ccccc1)Nc1cccc(Cl)c1Cl,0%,-24%,27%,2%,-21%,-1.8,0.1%,i,17%
O=C(c1ccc(Cl)cc1Cl)N1CCC(C(=O)N2CCOCC2)CC1,9%,-7%,12%,1%,-2%,1.8,-1.4%,i,0%
O=[N+]([O-])c1ccc(Cc2ccncc2)cc1,-25%,-26%,2%,0%,-18%,3.9,3.0%,i,11%
Cc1ccc(NC(=O)Nc2ccc3c(c2)nc(C)n3C)cc1,?,-3%,-15%,2%,-2%,2.4,-0.1%,i,2%
CN(C)c1nc(N)nc(CSc2nnnn2-c2ccc(Cl)cc2)n1,nt,-12%,-11%,nt,-7%,-0.6,0.6%,i,nt
Cc1ccc(-c2csc(N3CCN(c4cc5c(cc4Cl)nc(-c4ccncc4)n5CCOCCO)CC3)n2)cc1,-20%,-8%,-17%,-8%,?,0.4,7.4%,i,8%
CCOC(=O)Cc1csc(NC(=O)Nc2ccccc2)n1,6%,-18%,-11%,0%,?,-0.5,-0.4%,i,0%
COc1ccc(S(=O)(=O)N(CCCN2CCCC2=O)Cc2cc3c(C)ccc(C)c3[nH]c2=O)cc1,nt,-3%,9%[9.22 µM],-1%,4%,-5.1,-0.9%,i,-1%
O=C(NNC(=O)C1CC1)c1cc(Cl)nc2ccccc12,8%,-11%,-2%,-3%,4%,-0.8,0.2%,i,-1%
Cc1nn(CC(=O)NC2CCCCC2)c(=O)c2cccn12,12%,-15%,3%,1%,-4%,0.0,0.7%,i,10%
N#Cc1cccc(NC(=O)c2cc(C3CCCCN3S(=O)(=O)c3ccccc3)on2)c1 (stereo not given),nt,-2%,-4%,nt,-29%,-0.4,3.8%,i,nt
CCn1c(SCCOc2ccccc2F)nc2ccccc21,?,-11%,13%,nt,-26%,nt,4.5%,nt,?
Cc1nn(CC(=O)N2CCN(C34CC5CC(CC(C5)C3)C4)CC2)c(C)c1[N+](=O)[O-],11%,-29%,-16%,-2%,0%,-0.9,-0.1%,i,-1%
Cc1ccc(NC(=O)C(=O)NCCCN2CCOCC2)cc1C,9%,-1%,-11%,nt,0%,nt,-3.3%,nt,-1%
Cc1nnc(NC(=O)C2CCCC2)s1,-25%,-5%,13%,2%,-16%,1.7,0.1%,i,0%
FCCCOc1ccc(-c2nccc(-c3ccc(Cl)cc3)n2)cc1,nt,0%,17%[9.22 µM],-11%,7%,0.5,13%,i,3%
Cc1nc2sc(C(c3cccs3)N3CCN(c4cccc(Cl)c4)CC3)c(O)n2n1 (stereo not given),-21%,-35%,0%,4%,?,-0.1,2.7%,i,3%
O=C(Nc1ccccc1O)c1ccc(Cl)cc1,?,-34%,-8%,1%,-10%,-4.3,13µM*,i,0%
CCOC(=O)CSc1nc(C)cc(C)c1C#N,16%,-20%,-47%[inhibitor],1%,1%,2.7,4.9%,i,8%
CCOC(=O)Cc1csc(N/C(=N/S(=O)(=O)c2ccc(F)cc2F)c2ccccc2)n1,?,-9%,6%,0%,-19%,-3.9,-0.8%,i,5%
CCN(CC(=O)NC(C)C)C(=O)CCNC(=O)c1ccc(Cl)cc1,-25%,20%,10%,2%,9%,0.6,-0.5%,i,-6%
CC1CCN(C(=O)CSc2nnc3ccc(-c4cccnc4)nn23)CC1,?,-40%,14%,-3%,0%,1.4,0.5%,i,-13%
COc1cc(CCC(=O)Nc2cc(S(=O)(=O)N3CCOCC3)ccc2OC(C)C)cc(OC)c1OC,nt,6%,-10%,nt,-3%,0.9,0.1%,i,nt
Cc1ccc(CC(=O)N2CCN(c3cccc(C(F)(F)F)c3)CC2)cc1,-3%,3%,2%,0%,-25%,1.2,3.4%,i,1%
C[N+](C)(C)CCNC(=O)c1c[nH]c2ccccc12,nt,nt,-9%,nt,nt,0.3,0.4%,i,nt
Cc1ccc(NC(=O)C2(NC(=O)c3ccccn3)CCCCC2)cc1Br,-3%,-8%,18%,-19%,0%,-1.0,2.1%,i,2%
Cc1cc(NC(=O)COC(=O)C2CCN(S(=O)(=O)c3cccc(Cl)c3Cl)CC2)no1,1%,0%,11%,1%,-7%,-0.9,2.2%,i,-6%
CCOc1ccc(NCC(=O)Nc2ccc(C)cc2C)cc1,-7%,2%,-1%,0%,-18%,-0.2,-0.5%,i,4%

# One compound at a time, as listed above. Order of values: Nrf2 block, HepG2 tox, Abeta yeast res, MmCpn inh, TGFb inhibitor, CCT chaperon mod, Nrf2 ARE act, Akt phos inh, A549 viability
# `Cc1nnc(NC(=O)C2CCCC2)s1` in the list: -25%, -5%, 13%, 2%, -16%, 1.7, 0.1%, i, 0%
# `CCOC(=O)CSc1nc(C)cc(C)c1C#N` in the list: 16%, -20%, -47%[inhibitor], 1%, 1%, 2.7, 4.9%, i, 8%
# `CCn1c(SCCOc2ccccc2F)nc2ccccc21` in the list: ?, -11%, 13%, nt, -26%, nt, 4.5%, nt, ?
# `CCOc1ccc(NCC(=O)Nc2ccc(C)cc2C)cc1` in the list: -7%, 2%, -1%, 0%, -18%, -0.2, -0.5%, i, 4%

# More records:
SMILES,Nrf2 block,HepG2 tox,Abeta yeast res,MmCpn inh,TGFb inhibitor,CCT chaperon mod,Nrf2 ARE act,Akt phos inh,A549 viability
COc1ccc(N=C2NC(=O)/C(=C/c3ccco3)S2)cc1,?,-1%,6%,-2%,-1%,-0.7,8.0%,i,0%
COc1ccc2oc(C(F)(F)C(F)F)cc(=O)c2c1,nt,-3%,-9%,-1%,3%,-0.3,-0.3%,i,?
COc1ccc2c(c1)c(N1CCCC1=O)c(C(=O)Nc1ccccc1C(F)(F)F)n2C,26%,-2%,-28%,nt,-14%,nt,0.2%,nt,0%
NC(=O)c1ccc(N2CCCCC2)c(N2C(=O)CCC2=O)c1,-7%,-20%,-4%,-1%,11%,1.4,-0.2%,i,-1%
O=C(NCc1ccccc1F)C(=O)NCC(c1cccs1)S(=O)(=O)c1cccs1 (stereo not given),nt,-10%,6%,nt,11%,nt,5.1%,nt,7%
CC(C)(C)OC(=O)NCCCCCc1cn([C@@H](CO)C(=O)NCCCCCCCCCCC(=O)N2CCN(C(=O)OC(C)(C)C)CC2)nn1,7.3µM*,-46%,-1%,-1%,?,-0.8,-3.3%,i,?
CCOC(=O)c1cnc2ccccc2c1NCCc1ccc(OC)c(OC)c1,?,-47%&10%,-12%&22%,0%,?,-3.2,4.2%&0.5%,i,-14%&-8%
CC1CC1C(=O)N(CCC1=CCCCC1)c1c(N)n(Cc2ccccc2)c(=O)[nH]c1=O (stereo not given),-4%,-18%,14%,0%,-17%,-9.4,1.8%,i,0%
CCOc1cccc(CN(C)CC2CCCN(CCc3ccc(Cl)cc3)C2)c1O (stereo not given),-7%,-33%,-22%,-2%,?,-2.1,5.0%,i,-25%
COc1ccccc1S(=O)(=O)N(C)C[C@@H]1OCc2cnnn2CCCC(=O)N([C@H](C)CO)C[C@H]1C,nt,-2%,3%,nt,5%,-0.7,-0.8%,i,nt
COc1cc(-c2nc3cnccn3c2Nc2ccccc2)ccc1O,9%,-13%,-10%,-3%,-15%,-0.1,12%,i,4%
CCc1ccc(S(=O)(=O)c2nnn3c2nc(Nc2ccc(F)cc2)c2cc(Cl)ccc23)cc1,9.2µM*,6%,-6%,nt,13%,nt,0.0%,nt,-19%
COc1ccc2oc(-c3ccncc3)cc(=O)c2c1,?,-7%,-14%,nt,-2%,-2.0,3.3%,i,0%
